Compound activity: PubChem BioAssay, National Center for Advancing Translational Sciences (NCATS)
Lipid storage S3 – qHTS Assay for Lipid Storage Modulators in Drosophila S3 Cells; Drosophila S3 cells, BODIPY lipid droplet fluorescence, 18-24 h; cells fed with added oleic acid; 320,000 tested, 0.64% active; lipid storage change, negative = inhibition, % at the top dose, mostly 46.1 µM; hits show Potency in µM; AID 2685; active = well fitted inhibition curve with a large enough effect in the signal ratio, with a control signal flat, not every such curve was filed as active; inconclusive = small, poorly fitted or top-dose-only effect, or effect the other way, or a change in a side signal; the % refers to the signal ratio
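Laser-scanning cytometry quantifies lipid droplet accumulation (500–530 nm total intensity; droplet/cell object ratio) in oleic acid-fed (400 uM added) Drosophila S3 cells treated with a concentration series. 20 uM Triacsin C defined 100% inhibition.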
Lipid storage S3 cell count max – also measured in Lipid storage S3; calls as there; cell number change, %; measured here: cell count max response;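 cells counted by Cell Tracker Red CMTPX staining in the red channel; peak over a dose series mostly up to 46.1 µM; percent activity relative to internal control wells on each plate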
An asterisk follows results filed as active; i = inactive; ? = inconclusive; / = no result given; [ ] = remark or other dose. % is set by controls: 0 for no effect and ±100 for the full control effect; potency is the fitted concentration of half-maximal effect. Some of the compounds tested; the hit share may differ from the screen's.

no.	SMILES	Lipid storage S3	Lipid storage S3 cell count max
1	COc1ccc(CNN2CCCCC2C(=O)Nc2ccc(OC)c(OCC(C)C)c2)cc1OC (stereo not given)	-16%	0
2	CCN(CC(=O)Nc1cc(Cl)ccc1C)C(=O)c1ccc(=O)n(Cc2ccccc2)n1	?	/
3	COc1cccc(OC)c1C(=O)NC(=S)N1CCCCC1c1cccnc1 (stereo not given)	17%	-14
4	Cc1ccc(S(=O)(=O)CCSc2nc(C)cc(C(F)(F)F)c2C#N)cc1	16µM*	-21*
5	CCN(C(=O)CN1C(=S)NC(C)(C)CC1C)c1ccc(C)c(C)c1 (stereo not given)	i	-19
6	O=c1[nH]c(COc2ccccc2)nc2ccccc12	8%	11
7	COCCN1Cc2cccc(C(=O)NCc3cccnc3)c2C1=O	-1%[9.22 µM]	5
8	CN(C)c1ccc(C#Cc2ccc3cc(CCO)oc(=O)c3c2)cc1	0%	24
9	O=C(c1cccs1)N1N=C(c2ccccc2)CC1c1ccccc1O (stereo not given)	?	/
10	N#C/C(C(=O)NCc1ccccc1)=C1/N=C(NC(=O)c2ccco2)c2ccccc21	6%	/
11	NC(=O)c1c(C(F)(F)F)cc(-c2ccccc2)nc1NCCO	i	/
12	O=[N+]([O-])c1ccccc1CSc1nnc2ccccn12	-8%	-9
13	NS(=O)(=O)c1ccc(CCNC(=O)CSc2nc3ccsc3c(=O)n2CC2CCC(C(=O)O)CC2)cc1 (stereo not given)	?	/
14	CC1(C)Cc2cccc(OCC(=O)Nc3cc(C(F)(F)F)ccc3N3CCOCC3)c2O1	?	/
15	O=C1N=c2ccccc2=C1c1sc(NS(=O)(=O)Cc2ccccc2)nc1O	?	/
16	CCOC(=O)C1=C(C)NC(=O)NC1c1cc2c(cc1Br)OCO2 (stereo not given)	-12%	/
17	CC1CCN(S(=O)(=O)c2ccc(S(=O)(=O)N3CCN4CCCC4C3)cc2)CC1 (stereo not given)	?	/
18	Nc1cc(S(=O)(=O)N2CCCCC2)ccc1N1CCCCC1	7%	-1
19	CCOC(=O)c1c(C)[nH]c(O)c1C=Nc1ccc(C(F)(F)F)cc1	11%	1
20	COC(=O)C1=C(C)C(c2ccc(OC)cc2)NC(=S)N1 (stereo not given)	0%	4
21	CC(C)(C)NC(=S)NC(=O)C12CCC3CC(CC(C3)C1)C2	-4%	-11
22	O=S1(=O)N=C(N2CCN(Cc3ccc4c(c3)OCO4)CC2)c2ccccc21	?	/
23	O=C(c1ccc(=O)[nH]n1)N1CCN(S(=O)(=O)c2ccc(C(F)(F)F)cc2)CC1	?	/
24	FC(F)(F)c1cccc(OCCOCCn2cncn2)c1	?	/
25	CC(=O)c1cnc2c(-c3ccc(Cl)cc3)cnn2c1C	-1%	3
26	OC(c1ccccc1)C(CN1CCOCC1)c1ccccc1 (stereo not given)	i	/
27	O=C(O)c1cccc(Nc2c3ccccc3nc3ccccc23)c1	?	/
28	Cc1ccc(CN2C(=O)C(C)Nc3ncnc(N4CCOCC4)c32)cc1 (stereo not given)	?	/
29	CN(CC(=O)Nc1c(Cl)cccc1Cl)C(=O)c1ccc2ccccc2n1	?	/
30	CC1CC(C)CN(S(=O)(=O)c2ccc(C(=O)OCC(=O)NCCN3C(=O)CSC3=O)cc2)C1 (stereo not given)	0%	9
31	Cc1ccnc(NS(=O)(=O)c2ccc(NC(=O)C3CCCCC3C(=O)O)cc2)n1 (stereo not given)	-9%	-10
32	CCOc1ccccc1C1CC(c2ccc(Cl)cc2)Nc2nc(N)nn21 (stereo not given)	?	/
33	C(=N\c1nc2ccccc2n1Cc1ccccc1)/c1cccs1	20%	-15
34	O=C(c1ccc(CS(=O)(=O)c2c(Cl)cccc2Cl)o1)N1CCCC1	?	/
35	Cc1ccc(C(=O)N/N=C/c2nc3ccccc3n2C)cc1	?	/
36	Cc1ccc(NC(=O)c2ccc(COc3ccc4c(c3)CCC4)cc2)c(C)c1	?	/
37	CN(C)S(=O)(=O)c1ccc(C(=O)OCc2ccc([N+](=O)[O-])cc2)cc1	?	/
38	COc1ccc(CCNS(=O)(=O)c2c(C)[nH]c(C)c2C(=O)N2CCCCC2)cc1OC	i	-25
39	O=C(CN1CCN(Cc2ccccc2)CC1)Nc1ccc(N2CCOCC2)cc1	?	/
40	S=c1[nH]nc(-c2ccco2)n1/N=C/c1cccc(Cl)c1Cl	?	/
41	O=C(CSc1nc2ccccc2s1)N1c2ccccc2Sc2ccc(Cl)cc21	-7%	2
42	CCCCOCCCNC(=O)N[C@@H](CCSC)C(=O)OC	-4%	-9
43	COCCNC(=O)c1onc(CSc2cc(C)cc(C)c2)c1C(=O)O	13%	4
44	CCOC(=O)N(NC(=O)C(O)(c1ccccc1)c1ccccc1)c1ccccc1	-14%	2
45	COc1ccccc1N1CCN(C(=O)NCc2cccc(C(F)(F)F)c2)CC1	?	/
46	CCOc1cccc2sc(NC(=O)CC)nc12	?	/
47	CC(OC(=O)c1cccc(S(=O)(=O)N(C)C)c1)C(=O)NCc1ccc2c(c1)OCO2 (stereo not given)	?	/
48	CCOC(=O)[C@H]1[C@H]2COc3ccccc3[C@@H]2N2C(=O)c3ccc(Cl)cc3NC(=O)[C@@]12C	-25%	-19
49	O=C(O)c1ccc(N2C(=O)CCCC2=O)cc1	?	/
50	CCOC(=O)C1CCN(C(=O)/C=C/c2cccs2)CC1	?	/
51	CCSc1nnc(NC(=O)c2ccc(Br)s2)s1	?	/
52	Cc1cccc(C)c1NC(=O)c1cc(S(=O)(=O)N2CCOCC2)cn1C	i	15
53	CN(C)/C=N/c1nc2nccc(-c3ccccc3)n2n1	?	/
54	CCOC(=O)c1ccc(N=Cc2nc(-c3ccccc3)oc2OC(C)=O)cc1	?	/
55	CCc1ccc2oc(=O)cc(CN3CCC(C)CC3)c2c1	13%	-6
56	CCN(CC)CCn1c(=S)[nH]c2cc(C(=O)NCc3ccccc3Cl)ccc2c1=O	?	/
57	O=C(Nc1ccccc1)Nc1ccncc1	7%	8
58	COc1ccc(OC)c(N(CC(=O)Nc2ccc3c(c2)OCO3)S(=O)(=O)c2ccccc2)c1	i	/
59	CCOC(=O)c1c(C2COc3ccccc3O2)csc1N (stereo not given)	?	/
60	CC(C)(C)c1nc(CN2CCOCC2)ccc1O	?	/

(next part)
no.	SMILES	Lipid storage S3	Lipid storage S3 cell count max
61	Cc1ccc(CN(CC(=O)NC2CCCC2)C(=O)c2csnn2)cc1	?	/
62	CC(=O)c1ccc(N2CCN(C(=O)c3ccco3)C(C)C2)c(F)c1 (stereo not given)	?	/
63	CCOCCOc1nc(C)cc(C)c1S(=O)(=O)c1ccccc1C	?	/
64	Cc1ccccc1N(CC(=O)N/N=C/c1ccc(N(C)C)cc1)C(=O)c1ccccc1	i	4
65	C=CCOc1ccc(CNCCc2ccc(S(N)(=O)=O)cc2)cc1	7%	10
66	COC(=O)Cc1nnc(NC(=O)c2ccccc2)s1	10%	3
67	Cc1ccccc1OCCn1cc(C(=O)C(=O)N2CCOCC2)c2ccccc21	?	/
68	COc1ccc(-c2cc(C(=O)Nc3cc(C)nn3-c3ccccc3)no2)cc1OC	0%	18
69	CCc1ccccc1NC(=O)Cn1nc(C)n2cccc2c1=O	?	/
70	COc1cccc(C(=O)Nc2c(C(N)=O)oc3ccccc23)c1	?	/
71	NC(=O)CN1C(=O)C(O)(CC(=O)/C=C\C=C\c2ccccc2)c2ccccc21 (stereo not given)	?	/
72	COc1ccc(S(=O)(=O)N2CCc3ccccc32)cc1C(=O)NCc1ccco1	?	/
73	CC(=O)Nc1ccc(Sc2ncccc2C(=O)Nc2ccc(F)cc2)cn1	-12%	-5
74	CCOC(CCNC(=O)CCC(=O)Nc1ccc2nc(N3CCN(C)CC3)cc(C)c2c1)OCC	i	/
75	COC(=O)N1N=C(c2ccccc2)CC1(O)C(F)(F)F (stereo not given)	?	/
76	Cn1c(CNC(=O)Nc2cccc(Cl)c2)nnc1SCc1ccccc1	?	/
77	O=C(Nc1ccc(Oc2ccccc2)nc1)C1CCN(Cc2ccccc2)CC1	-11%	-1
78	CCOC(=O)C(=O)Nc1ccc(OC)c(Cl)c1	-6%	14
79	COC(=O)C(O)(NC(=O)c1ccncc1)C(F)(F)F (stereo not given)	?	/
80	CCc1nnc(NC(=O)CN2CCN(C3CCCCC3)CC2)s1	?	/
81	COc1cc(OC)c(OC)cc1C#N	?	/
82	O=C(N/N=C/c1cccs1)c1ccc(NC(=O)c2ccccc2Cl)cc1	?	/
83	CCOC(=O)c1c(NC(=O)CSc2nc3ccc(C)cc3[nH]2)sc2c1CC(C)(C)NC2(C)C	?	/
84	CCOc1ccccc1NC(=O)CN1c2cccc3cccc(c23)S1(=O)=O	?	/
85	O=C(CN1C(=O)c2ccccc2S1(=O)=O)Nc1ccc(S(=O)(=O)N2CCCCC2)cc1	?	/
86	COc1ccc(C2=NS(=O)(=O)N(C)C(C(=O)Nc3ccc(C)cc3)=C2)cc1	?	/
87	O=C(Nc1ccncc1)c1ccc(Cl)c(S(=O)(=O)N2CCc3ccccc32)c1	?	/
88	CN(C)c1ccc(/C=C/c2ccc3ccccc3[n+]2C)cc1	?	/
89	O=C(NNC(=O)c1ccc(SCC2CCCO2)c([N+](=O)[O-])c1)c1ccc(F)cc1 (stereo not given)	?	/
90	CC1(OC(=O)CCc2ccccc2)C(=O)C=C2C=C(c3ccc(C#N)cc3)N(c3ccccc3)C=C2C1=O (stereo not given)	4%	8
91	O=C1CC(Cc2ccccc2)C(=O)N1CCc1ccc2c(c1)OCO2 (stereo not given)	i	/
92	Cc1cc(Cl)n2ncc(-c3ccccc3)c2n1	-4%	-4
93	O=C(CSc1nc2c(cnn2-c2ccccc2)c(=O)[nH]1)c1ccc(Cl)cc1	1%	-2
94	O=C1Nc2ccccc2C(=O)N2C[C@@H](O)C[C@H]12	?	/
95	CN(CC(=O)Nc1ccc(Cl)c(C(F)(F)F)c1)C(=O)c1cccc(N2C(=O)CCC2=O)c1	18%	-1
96	CCCn1c(N)c(N(CCOC)C(=O)c2c(CC)noc2C)c(=O)[nH]c1=O	11%[0.0737 µM]	/

Ordered by length of the SMILES (descending): some entries from above.
no.	SMILES	Lipid storage S3	Lipid storage S3 cell count max
93	O=C(CSc1nc2c(cnn2-c2ccccc2)c(=O)[nH]1)c1ccc(Cl)cc1	1%	-2
96	CCCn1c(N)c(N(CCOC)C(=O)c2c(CC)noc2C)c(=O)[nH]c1=O	11%[0.0737 µM]	/
91	O=C1CC(Cc2ccccc2)C(=O)N1CCc1ccc2c(c1)OCO2 (stereo not given)	i	/

(continued)
no.	SMILES	Lipid storage S3	Lipid storage S3 cell count max
97	C=CCNC(=O)C1COc2ccccc2O1 (stereo not given)	1%	/
98	O=C(c1ccc(Cl)cc1[N+](=O)[O-])N1CCOCC1	-1%	-16
99	O=C(Nc1ccc(S(=O)(=O)Nc2nccs2)cc1)C1CC(=O)N(c2ccccc2)C1 (stereo not given)	?	/
100	N=c1ccn(Cc2ccccc2Cl)cc1	?	/
101	COc1cccc(OCCCn2ccnc2)c1	?	/
102	COCCN(C(=O)CSc1nc2ccccc2o1)c1c(N)n(Cc2ccccc2)c(=O)[nH]c1=O	i	2
103	Fc1ccc(OCc2nc(-c3ccncc3)n[nH]2)cc1	9%	-11
104	COc1ccccc1Nc1ccc2nonc2c1[N+](=O)[O-]	?	/
105	Cc1nnc(NC(=O)c2oc3ccccc3c2C)s1	?	/
106	COCc1ccc(CN2CCCC(C(=O)Nc3ccccc3-c3ccc(OC)cc3)C2)o1 (stereo not given)	-4%	/
107	Cc1ccc(NCc2nnc(SCC(=O)NCCc3ccccc3)n2C)cc1	?	/
108	CCn1cc(C(=O)OCC(=O)Nc2cccc(S(=O)(=O)N3CCOCC3)c2)c(=O)c2ccc(C)nc21	i	23

Compound profiles, from the list above. Order of values: Lipid storage S3, Lipid storage S3 cell count max
N=c1ccn(Cc2ccccc2Cl)cc1 in the list: ?, /
C=CCNC(=O)C1COc2ccccc2O1 (stereo not given) in the list: 1%, /
COc1ccccc1Nc1ccc2nonc2c1[N+](=O)[O-] in the list: ?, /
Cc1ccc(NCc2nnc(SCC(=O)NCCc3ccccc3)n2C)cc1 in the list: ?, /
CCn1cc(C(=O)OCC(=O)Nc2cccc(S(=O)(=O)N3CCOCC3)c2)c(=O)c2ccc(C)nc21 in the list: i, 23

New compounds follow.
no.	SMILES	Lipid storage S3	Lipid storage S3 cell count max
109	Cc1ccc(C(=O)C2=C(O)C(=O)N(Cc3ccco3)C2c2cccc(Cl)c2)o1 (stereo not given)	?	/
110	O=C1CC(N2CCC(c3nc4ccccc4o3)CC2)C(=O)N1 (stereo not given)	?	/
111	Cc1ccc(/C=C/C(=O)Nc2sc3c(c2C#N)CCCC3)o1	3%	-9
112	O=C1CCCCN1CCCC(=O)N1CCCC(Nc2ccc(F)cc2)C1 (stereo not given)	i	-5
113	Cc1nn(CCC(N)=S)c2nc(-c3cccs3)cc(C(F)(F)F)c12	12%	13
114	O=C(NC1CCCC1)C(c1ccc(Cl)cc1)N1CCOCC1 (stereo not given)	?	/
115	O=C(O)COc1ccc(Oc2ccccc2)cc1	?	/
116	COc1cc(/C=C(\C#N)c2ccccn2)ccc1OCC(=O)Nc1cccc(C(F)(F)F)c1	22%	3
117	O=C(CN1C(=O)NC(c2ccc(F)cc2)C1=O)Nc1ccc2c(c1)OCCO2 (stereo not given)	?	/
118	CCOC(=O)N1CCN(C(=O)CCc2ccccc2)CC1	3%	12
119	CCc1nn2c(=O)cc(COC(=O)c3cc(Cl)c(OC)c(OC)c3)nc2s1	-4%	12
120	COc1ccc(C(=O)NNC(=O)c2ccc(C)cc2)cc1S(=O)(=O)N1CCCC1	?	/
121	COc1ccccc1C1=Nn2c(nnc2C2CCCCC2)SC1	?	/
